High-throughput results: PubChem BioAssay, several laboratories
FBA Mtb inh – inhibits M. tuberculosis FBA enzyme. P9WQA3. purified M. tuberculosis FBA, fluorescence read-out. inhibition, % at 1 µM. actives 2.3% (n = 360,000). AID 588726; in the data active = inhibition above about 27%;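 also: 0% = vehicle and 100% = reference inhibitor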
Target sequence (P9WQA3 whole entry, looked up): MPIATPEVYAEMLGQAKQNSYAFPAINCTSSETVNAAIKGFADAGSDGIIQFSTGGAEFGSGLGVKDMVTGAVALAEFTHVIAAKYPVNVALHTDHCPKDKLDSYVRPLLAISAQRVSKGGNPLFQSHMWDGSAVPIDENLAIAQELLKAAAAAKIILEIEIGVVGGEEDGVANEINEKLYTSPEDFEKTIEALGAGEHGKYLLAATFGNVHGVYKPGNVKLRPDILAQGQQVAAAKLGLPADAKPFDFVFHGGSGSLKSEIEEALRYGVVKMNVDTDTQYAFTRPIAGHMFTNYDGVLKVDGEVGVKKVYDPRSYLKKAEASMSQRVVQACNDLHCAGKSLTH
UGM FP inh – blocks M. tuberculosis UGM enzyme; AID 504406; actives 0.06% (n = 320,000); purified UGM, fluorescence polarization probe displacement; inhibition, % at 10 µM; in the data active = inhibition above about 10%, passing the limit was not always enough; inconclusive = no clear call, values can overlap the other calls
GDH-TPI inh – GDH-TPI coupled enzyme inhibition counter-screen | GDH-TPI coupled enzyme counterscreen, NADH absorbance | inhibition, % at 4.8 µM | actives 1.2% (n = 360,000) | AID 588335; in the data active = inhibition above about 30%;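 also: 0% = DMSO wells and 100% = wells lacking the enzyme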
FadD28 binding – blocks FadD28 binding to the bisubstrate probe. inhibition, % at 12.5 µM. actives 0.22% (n = 360,000). AID 588549. fluorescence polarization; in the data active = inhibition above about 8.5%, passing the limit was not always enough; inconclusive = no clear call, values can overlap the other calls
MazEF act – activators of E. coli MazEF toxin-antitoxin RNase | FAM/BHQ RNA-DNA oligo cleavage fluorescence, 5 h | activation, % at 20 µM | actives 0.32% (n = 350,000) | P0AE70 | AID 504720; in the data active = activation above about 50%
Target sequence (P0AE70 whole entry, looked up): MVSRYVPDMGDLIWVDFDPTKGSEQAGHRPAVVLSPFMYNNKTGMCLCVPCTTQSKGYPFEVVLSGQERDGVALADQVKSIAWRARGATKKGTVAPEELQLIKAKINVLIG
BoNT-F LC inh – BoNT F light chain protease inhibition; inhibition, % at 10 µM; Multiplex microsphere protease cleavage assay, flow cytometry; actives 0.22% (n = 360,000); AID 588497; in the data active = inhibition above about 35%, passing the limit was not always enough; inconclusive = no clear call, values can overlap the other calls; also: plate controls were buffer without enzyme for full effect and enzyme alone for no effect
Rv3671c inh – inhibitors of M. tuberculosis serine protease Rv3671c; inhibition, % at 5.96 µM; actives 0.048% (n = 320,000); AID 2606; in the data active = inhibition above about 38%;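 also: extracellular domain of Rv3671c used as enzyme; 0% = enzyme with DMSO and 100% = no enzyme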
Target sequence (P9WHR9 whole entry, looked up, the tested form may be a part): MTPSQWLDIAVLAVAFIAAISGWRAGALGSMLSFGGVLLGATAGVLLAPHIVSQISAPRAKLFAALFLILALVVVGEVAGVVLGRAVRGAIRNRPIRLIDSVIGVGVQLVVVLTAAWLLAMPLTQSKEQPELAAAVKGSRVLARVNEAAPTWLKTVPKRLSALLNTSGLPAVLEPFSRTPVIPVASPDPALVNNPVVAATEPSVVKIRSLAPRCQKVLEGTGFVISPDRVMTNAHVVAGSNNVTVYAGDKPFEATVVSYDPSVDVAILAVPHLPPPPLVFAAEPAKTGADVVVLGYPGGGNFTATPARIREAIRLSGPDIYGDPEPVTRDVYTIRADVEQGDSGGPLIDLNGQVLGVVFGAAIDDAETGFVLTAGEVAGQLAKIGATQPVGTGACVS
PrPC surface inh – inhibitors of human cell surface prion protein PrPC; P04156; TR-FRET read-out; inhibition, % at 13.8 µM; actives 0.43% (n = 370,000); in the data active = inhibition above about 24%; also: 0% = median of the test wells and 100% = reference compound wells
BioA inh – BioA (M. tuberculosis) enzyme inhibition; purified M. tuberculosis BioA enzyme, plate reader; inhibition, % at 9.99 µM; actives 0.096% (n = 360,000); AID 602481; in the data active = inhibition above about 40%; inconclusive = no clear call, values can overlap the other calls
Starred values were filed as active, the others as inactive; ? = inconclusive; . = no result given.

Sequence of screens – FBA Mtb inh	UGM FP inh	GDH-TPI inh	FadD28 binding	MazEF act	BoNT-F LC inh	Rv3671c inh	PrPC surface inh	BioA inh
[1] CCCCC(CCC(=O)Nc1ccccc1C(=O)OCC)C(=O)O (stereo unspecified)
→ 4	-1.6	1	-3.6	1	-4	1	11	.
[2] N=c1c(S(=O)(=O)c2ccccc2)cc2c(=O)n3ccccc3nc2n1Cc1ccco1
→ 64*	-1.6	19	-3.1	-20	-5	-6	-10	-1.3
[3] O=C(CCCn1c(=S)[nH]c2ccsc2c1=O)Nc1ccc2c(c1)OCCO2
→ -3	0.9	2	-0.4	14	0	-2	-4	0.2
[4] CCOC(=O)c1sc2nc(N3CCOCC3)c3c(c2c1N)CCC3
→ 125*	-2.0	30	1.3	-6	-9	-9	6	8.0
[5] Cc1nc2ccccc2nc1CN1CCC(CO)(CC2CCCCO2)CC1 (stereo unspecified)
→ -1	-1.1	-7	-4.3	2	-1	3	-4	1.4
[6] CCOC(=O)c1c(NC(=O)C2C3C=CC(C3)C2C(=O)O)sc2c1CC(C)CC2 (stereo unspecified)
→ 35*	4.3	15	1.6	0	-6	6	-1	.
[7] CSCCC(NC(=O)c1cccc([N+](=O)[O-])c1)C(=O)O (stereo unspecified)
→ 3	-0.9	3	0.0	2	2	5	-12	.
[8] O=C(Cc1ccccc1)Nc1ccc(NC(=O)c2cccc(Cl)c2)cc1
→ -1	-2.2	3	-2.5	-1	-1	-10	-7	.
[9] COC(=O)c1c(NC(=O)CN2CCC3(O)CCCCC3C2c2cc(OC)ccc2OC)sc(C)c1C (stereo unspecified)
→ 4	-3.0	11	-2.8	-5	0	-22	-2	.
[10] COc1ccccc1[C@@H]1C(c2cccc(Cl)c2)=NN(c2ccccc2)[C@H]1C(=O)N1CCOC1=O
→ 10	5.1	11	-2.1	-6	-5	-4	.	-1.6
[11] O=C(NCCCNC(=O)c1c(Cl)cccc1Cl)c1c(Cl)cccc1Cl
→ 1	-2.8	3	-4.1	8	1	-3	7	.
[12] O=C(Nc1ccc(CN2CCOCC2)cc1)c1cc(Br)ccc1Cl
→ -1	-0.4	0	-0.7	-12	19	.	0	-1.5
[13] CCN(CC)C(=O)CSc1nc2c(sc(=S)n2CC)c(=O)n1-c1ccccc1
→ 0	-3.0	30	-1.8	-2	-4	1	0	7.3
[14] O=C(NCc1ccccc1)C(=O)NCC1OCCN1S(=O)(=O)c1cccs1 (stereo unspecified)
→ 0	0.5	1	-0.6	2	-14	3	0	-0.4
[15] CC(=O)OC1(c2ccccc2)CCN(C)CC1(C)C (stereo unspecified)
→ 0	-1.4	0	-3.0	9	1	7	-3	1.0
[16] COc1cccc(C(=O)NCCS(=O)(=O)N2CCN(c3ccccc3)CC2)c1OC
→ 1	.	6	-2.6	5	2	.	1	1.4
[17] COc1ccc(NC(=O)c2ccc([N+](=O)[O-])s2)c([N+](=O)[O-])c1
→ -3	0.2	7	-1.8	11	0	-5	-14	-0.6
[18] Cc1cccc(N=Nc2c(O)[nH]c3ccc(F)cc23)c1
→ -11	-2.9	-5	-4.4	946*	-3	-1	-2	-1.5
[19] COc1ccc(OC)c(C2C(C(C)=O)=C(O)C(=O)N2c2ccc(F)cc2)c1 (stereo unspecified)
→ -2	-1.8	37*	-3.2	-5	-1	-4	6	-0.6
[20] O=C(NCc1ccccc1)c1ccc(-c2ccc(F)cc2)o1
→ 21	1.5	3	-3.3	0	-2	-5	9	.
[21] O=C(c1ccccc1)c1cc2ccc(O)cc2oc1=O
→ -9	3.3	0	-3.4	-1	-3	3	-3	1.8
[22] CCCCOc1ccc(CN=C(N)N)cc1Cl
→ 5	-1.2	-3	-4.2	15	4	9	3	.
[23] Cc1cccc(C)c1Cn1c(C)c(C(=O)NCc2ccccc2C(F)(F)F)sc1=O
→ -1	.	-1	-3.4	.	-9	.	11	-1.2
[24] NS(=O)(=O)c1ccc(NC(=O)COC(=O)CNC(=O)C23CC4CC(CC(C4)C2)C3)cc1
→ 0	-1.0	1	0.0	-5	5	-5	-1	-3.6
[25] CS(=O)CSc1nc2c(cc1C#N)CCCC2 (stereo unspecified)
→ 3	-0.6	4	2.9	2	-2	-4	0	1.2
[26] CCSc1nnc(NC(=O)c2cc(-c3ccccc3O)n[nH]2)s1
→ 3	-1.2	2	1.6	-1	-8	-6	4	-2.2
[27] NNC(=O)C1CCCN1S(=O)(=O)c1ccc(Cl)cc1 (stereo unspecified)
→ 2	2.6	1	-0.7	-6	8	-4	4	.
[28] CC12CCC(=O)N1C(C(=O)Nc1cc(Cl)ccc1N1CCOCC1)CS2 (stereo unspecified)
→ 0	-4.7	2	-1.2	4	-5	2	-8	2.1
[29] O=C(O)c1c(C(=O)O)c(-c2ccc(Br)cc2)n2c1CSC2
→ 9	-3.5	-3	13*	-2	-24	-6	-4	0.4
[30] CC(CN1CCN(C)CC1)OC(=O)c1ccc(Cl)cc1Cl (stereo unspecified)
→ 2	-0.4	9	-1.3	3	-1	-4	-4	-2.1

In another format: two of the compounds above
item	SMILES	FBA Mtb inh	UGM FP inh	GDH-TPI inh	FadD28 binding	MazEF act	BoNT-F LC inh	Rv3671c inh	PrPC surface inh	BioA inh
21	O=C(c1ccccc1)c1cc2ccc(O)cc2oc1=O	-9	3.3	0	-3.4	-1	-3	3	-3	1.8
22	CCCCOc1ccc(CN=C(N)N)cc1Cl	5	-1.2	-3	-4.2	15	4	9	3	.

(more compounds)
Sequence of screens – FBA Mtb inh	UGM FP inh	GDH-TPI inh	FadD28 binding	MazEF act	BoNT-F LC inh	Rv3671c inh	PrPC surface inh	BioA inh
[31] CCCCc1nnc(NC(=O)CSCc2cc(=O)n3ccsc3n2)s1
→ 1	2.8	10	-1.2	4	-5	-3	4	-0.5
[32] CCc1c(C(=O)Nc2nnc(C3CC3)s2)csc1C
→ 5	1.4	0	-3.8	7	0	1	-2	.
[33] CCN(CC)c1nc(N)nc(NS(=O)(=O)c2ccc(Cl)cc2)n1
→ 3	1.8	-10	-3.4	1	6	6	8	1.5
[34] Nn1c(SCc2cccc(C(F)(F)F)c2)nnc1-c1ccco1
→ 3	2.9	3	-1.1	9	-2	-4	15	0.7
[35] O=C(Cc1cccc(NC(=O)C2CCCN(C(=O)CCc3ccccc3)C2)c1)Nc1cccc(C(=O)N2CCOCC2)c1 (stereo unspecified)
→ 2	.	1	-2.1	4	3	.	8	-0.4
[36] COC(=O)c1ccc(CNC(=O)c2ccc(OC)c(S(=O)(=O)NC3CC3)c2)cc1
→ 0	.	3	0.1	4	-7	.	-1	3.3
[37] COc1ccc(N2C(=O)c3ccc(C(=O)Nc4ccc(NC(C)=O)cc4)cc3C2=O)cc1
→ 6	-0.6	1	0.4	-31	18	4	14	0.0
[38] NNC(=O)c1ccc(CSc2nc3ccccc3[nH]2)cc1
→ 2	2.4	4	-2.2	7	3	-85	-1	.
[39] COc1cccc(N2CN(CCc3ccccc3)CNC2=S)c1
→ 2	4.1	-16	-3.6	6	50*	1	-3	1.1
[40] O=C(Cn1ccc(C(F)(F)F)n1)N/N=C/c1cccs1
→ 3	-2.2	-1	-2.1	-11	10	-1	1	-0.2
[41] CCOC(=O)C1CCN(C(C)C(=O)c2c(C)[nH]c3cc(C)ccc23)CC1 (stereo unspecified)
→ 0	1.2	14	-4.6	1	-1	2	-9	5.6
[42] CC[n+]1c(C)n(-c2ccccc2)c2ccc(NC(C)=O)cc21
→ 2	0.6	2	-0.2	-22	-12	11	18	10
[43] Cc1oncc1C(=S)Nc1ccccc1
→ -1	-4.6	9	-4.5	5	-8	3	-2	0.9
[44] CCOC(=O)Cc1csc(NC(=O)c2cccc(OC)c2)n1
→ 2	0.4	4	-2.4	0	?	7	6	-0.7
[45] O=C(O)C1C2CCC(C2)C1C(=O)NCCc1ccccc1 (stereo unspecified)
→ 2	-1.9	4	0.8	5	-21	1	-3	-0.9
[46] Cc1ccc(CCNC(=O)CCCn2nc(C)c3c(C)n(-c4ccc(C)cc4)nc3c2=O)cc1
→ -3	-1.3	7	0.3	-3	-2	4	2	0.2
[47] Cc1cccc(OCCn2ccnc2)c1
→ 0	0.4	-6	-2.9	9	?	2	5	1.0
[48] CN(C)C(=O)COc1ccc2c(-c3ccccc3)cc(=O)oc2c1
→ 0	2.7	14	-4.5	0	?	.	-11	5.8
[49] COc1ccccc1N1CCN(C(c2ccc(F)cc2)c2nnnn2C(C)C)CC1 (stereo unspecified)
→ -1	.	-1	-1.7	7	-3	.	-2	0.6
[50] C=CCn1c(Oc2cccc(C)c2)nc2c1c(=O)n(C)c(=O)n2C
→ 0	-1.4	-8	-0.2	8	-2	2	10	11
[51] COc1ccc(/C=N/N=C2/NC(=O)C(CC(=O)NC(N)=O)S2)cc1 (stereo unspecified)
→ 1	1.7	26	-0.2	3	-5	2	-4	-1.0
[52] CCOC(=O)c1cc(CC)sc1NC(=O)COc1ccc2c(C)cc(=O)oc2c1
→ 20	1.5	-8	-2.2	5	-10	1	-4	.
[53] Cn1c(SCC(=O)NCCNC(=O)CSc2nnc(C(F)(F)F)n2C)nnc1C(F)(F)F
→ -1	-0.9	-8	-1.9	2	-4	5	-3	-1.0
[54] Cc1ccc(N(C(C)C(=O)Nc2ccc(S(=O)(=O)N3CCOCC3)cc2)S(C)(=O)=O)cc1C (stereo unspecified)
→ 7	-1.1	10	-1.4	5	-18	0	8	0.8
[55] C=CCc1cccc(CNc2nc3ccccc3n2CC)c1O
→ -11	3.7	6	-1.1	-5	.	-4	9	0.7
[56] CN(C)C(N)=NCCC[C@H](N)C(=O)O
→ 5	-2.3	-11	-1.4	2	-7	4	-3	1.9
[57] CCCNc1nc(Nc2ccc(C)cc2)nc(N2CCCC2)n1
→ 0	-0.1	4	-1.0	4	1	-14	.	0.7
[58] CC[C@@]1(c2ccccc2C)C(=O)N(C(=O)OC)N1C(=O)OC
→ 3	-0.7	7	1.3	4	-1	-1	-3	-4.8
[59] NNC(=O)CS(=O)(=O)c1ccc(Cl)cc1
→ -1	1.6	0	-3.6	6	?	14	2	.
[60] O=C(c1cccc(C(F)(F)F)c1)N1CCN(CCc2ccccc2)CC1
→ 3	-3.6	1	?	1	7	-4	1	5.5
[61] Cc1ccc(CN2C(=O)S/C(=C\c3ccccc3OCC(=O)O)C2=O)cc1
→ -3	1.4	11	-7.8	0	3	-3	-7	.
[62] CCn1c(=O)c2ccccc2n(Cc2cccc(C)c2)c1=O
→ -3	-0.4	16	0.1	5	-9	-2	3	-1.4
[63] COC(=O)c1ccc2c(=O)n(CCN3CCOCC3)c(SCC(=O)Nc3ccccc3Cl)nc2c1
→ 2	-0.5	-6	-4.8	15	2	0	5	-0.2

Entries of single compounds, quoted from the list. Screens in order: FBA Mtb inh | UGM FP inh | GDH-TPI inh | FadD28 binding | MazEF act | BoNT-F LC inh | Rv3671c inh | PrPC surface inh | BioA inh
Record of COc1ccc(NC(=O)c2ccc([N+](=O)[O-])s2)c([N+](=O)[O-])c1 : -3 | 0.2 | 7 | -1.8 | 11 | 0 | -5 | -14 | -0.6
Record of Cc1ccc(CN2C(=O)S/C(=C\c3ccccc3OCC(=O)O)C2=O)cc1 : -3 | 1.4 | 11 | -7.8 | 0 | 3 | -3 | -7 | .

Outcome played no part in choosing rows; 4.8% or so of the library scored in one or more.
